Mtb BioA inh = inhibitors of Mycobacterium tuberculosis BioA enzyme | inhibition, % at 9.99 µM | 0.096% of 360,000 active | purified M. tuberculosis BioA enzyme, plate reader; in the data active = inhibition above about 40%
* = called active by the depositor.

SMILES | Mtb BioA inh
C[C@@H]1CN([C@H](C)CO)S(=O)(=O)c2ccc(C#CCN(C)C)cc2O[C@H]1CN(C)CC1CCCC1 | -3.7
C[C@H](CO)N1C[C@H](C)[C@@H](CN(C)C(=O)Nc2cccc3ccccc23)OCCCC[C@H](C)Oc2ccc(NC(=O)NC3CCCCC3)cc2C1=O | -3.5
C[C@H]1CN([C@@H](C)CO)C(=O)c2cccc(N(C)C)c2O[C@@H]1CN(C)S(=O)(=O)c1ccccc1 | -2.9
C[C@@H]1CN([C@H](C)CO)C(=O)c2cc(NS(=O)(=O)c3ccccc3)ccc2O[C@@H](C)CCCCO[C@H]1CN(C)C(=O)Nc1ccc(F)cc1 | -0.2
C[C@@H]1CN([C@@H](C)CO)C(=O)c2cc(NS(=O)(=O)c3ccc(F)cc3)ccc2O[C@@H](C)CCCCO[C@@H]1CN(C)C(=O)Nc1ccc(F)cc1 | 0.0
CC(C)C#Cc1ccc2c(c1)O[C@H](CN(C)C(=O)Nc1ccccc1)[C@H](C)CN([C@H](C)CO)S2(=O)=O | 2.9
COc1ccc(NC(=O)N2CCCCN3[C@H](CO)[C@@H](c4ccc(-c5ccccc5F)cc4)[C@H]3C2)cc1 | -0.2
O=C(Cn1cc(CN2C(=O)COC[C@H]2c2ccccc2)nn1)Nc1nccs1 | -2.5
C[C@@H]1CN([C@H](C)CO)S(=O)(=O)c2ccc(C3=CCCC3)cc2O[C@H]1CN(C)C(=O)C1CCC1 | 0.1
COc1ccc(S(=O)(=O)Nc2ccc3c(c2)C(=O)N([C@H](C)CO)C[C@H](C)[C@@H](CN(C)Cc2ccncc2)OCCCC[C@H](C)O3)cc1 | 3.6
O=C(NC1CCCCC1)[C@H]1[C@H](CO)[C@H]2Cn3c(cccc3=O)[C@H]2N1CC1CCOCC1 | -1.5
CC(C)NC(=O)N1CCCCN2[C@@H](CO)[C@@H](c3ccc(C#CC4CC4)cc3)[C@@H]2C1 | -0.9
C[C@@H]1CN([C@H](C)CO)C(=O)Cc2cc(NC(=O)CCC(F)(F)F)ccc2O[C@@H]1CN(C)C(=O)Nc1ccc(C(F)(F)F)cc1 | 0.9
C[C@@H](NC(=O)C[C@H]1CC[C@H](NC(=O)C2CCOCC2)[C@H](CO)O1)c1ccccc1 | 3.6
C[C@@H]1CN([C@@H](C)CO)C(=O)c2cccc(NC(=O)C3CCOCC3)c2O[C@H]1CN(C)C(=O)Nc1cccc2ccccc12 | 1.3
CC(C)NC(=O)N(C)C[C@@H]1Oc2ncc(-c3ccccc3F)cc2C(=O)N([C@H](C)CO)C[C@@H]1C | 1.1
C[C@@H]1CCCCO[C@@H](CN(C)CC2CCCCC2)[C@@H](C)CN([C@@H](C)CO)C(=O)c2cc(NC(=O)c3ccccc3)ccc2O1 | 0.4
O=C(c1cccnc1)N1C[C@@H]2[C@H](c3ccccc31)[C@@H](CO)N2C(=O)Nc1ccc(F)cc1 | -1.0
COc1ccc(NC(=O)Nc2ccc3c(c2)C(=O)N([C@H](C)CO)C[C@H](C)[C@@H](CN(C)Cc2ccc4c(c2)OCO4)O3)cc1 | -0.6
CC(C)NC(=O)N1C[C@H]2[C@@H](c3ccccc31)[C@@H](CO)N2C(=O)Nc1cccc(F)c1 | 0.0
C[C@H](CO)N1C[C@H](C)[C@H](CN(C)Cc2ccccn2)Oc2ncc(C#C[C@@H](C)O)cc2C1=O | 0.4
CC(C)CC#Cc1cnc2c(c1)C(=O)N([C@@H](C)CO)C[C@H](C)[C@@H](CN(C)C(=O)NC1CCCC1)O2 | 1.8
C[C@@H]1CN([C@H](C)CO)C(=O)Cc2cc(N(C)C)ccc2O[C@H]1CN(C)Cc1ccc(C(=O)O)cc1 | -1.0
O=C(C[C@@H]1C[C@@H]2c3cc(NC(=O)C4CCOCC4)ccc3O[C@@H]2[C@H](CO)O1)NCc1cc(F)ccc1F | -0.2
CCCN(C)C[C@H]1Oc2cc(-c3ccncc3)ccc2S(=O)(=O)N([C@@H](C)CO)C[C@H]1C | -0.5
OC[C@H]1[C@@H](c2ccc(-c3ccc(F)cc3)cc2)[C@H]2CN(Cc3ccncc3)CCCCN21 | -3.4
O=C(Nc1ccc2c(c1)[C@@H]1C[C@H](CC(=O)N3CCOCC3)O[C@@H](CO)[C@@H]1O2)c1ccc2c(c1)OCO2 | 5.1
COc1ccc(S(=O)(=O)Nc2ccc3c(c2)C(=O)N([C@H](C)CO)C[C@H](C)[C@@H](CN(C)CC2CC2)OCCCC[C@H](C)O3)cc1 | -0.2
COc1cccc(NC(=O)N[C@@H]2CC[C@H](CC(=O)Nc3ccc(-c4ccccc4)cc3)O[C@@H]2CO)c1 | -1.7
C[C@H]1CN([C@@H](C)CO)S(=O)(=O)c2ccc(C#CC3(O)CCCC3)cc2O[C@@H]1CN(C)C(=O)Nc1ccccc1 | -0.5
C[C@H](CO)N1C[C@H](C)[C@@H](CN(C)C(=O)c2ccc3c(c2)OCO3)Oc2cc(C#Cc3ccccc3F)ccc2S1(=O)=O | 3.5
CN1C(=O)c2cc(NC(=O)Cc3cccs3)ccc2OC[C@@H]2O[C@@H](CC(=O)N[C@@H]3CCN(Cc4ccccc4)C3)CC[C@H]21 | -0.2
COc1cccc(-c2cn(CC[C@H]3CC[C@@H](NC(=O)CN(C)C)[C@H](CO)O3)nn2)c1 | 3.5
Cc1ccccc1S(=O)(=O)N1C[C@H](O)COC[C@H]2O[C@@H](CC(=O)N3CCC(Cc4ccccc4)CC3)CC[C@@H]21 | 1.2
Cc1ccc(S(=O)(=O)N(C)C[C@H]2Oc3ccc(NS(=O)(=O)c4ccc(Cl)cc4)cc3CC(=O)N([C@H](C)CO)C[C@@H]2C)cc1 | -2.4
O=C(Nc1ccc(F)cc1)N1CCCCN2[C@H](CO)[C@H](c3ccc(C#Cc4ccccc4)cc3)[C@H]2C1 | -7.1
O=C(NC1CCCC1)N1CCCCN2[C@H](CO)[C@H](c3ccc(-c4ccncc4)cc3)[C@@H]2C1 | -1.5
CC(C)CC#Cc1cnc2c(c1)C(=O)N([C@@H](C)CO)C[C@@H](C)[C@H](CN(C)Cc1ccccc1C(=O)O)O2 | 1.2
CCN1[C@@H]2c3ccc(-c4ccccc4)c(=O)n3C[C@H]1[C@H](CO)[C@H]2C(=O)NC1CCC1 | -1.6
C[C@H](O)C#Cc1cnc2c(c1)C(=O)N([C@@H](C)CO)C[C@@H](C)[C@H](CN(C)Cc1cccc(C(=O)O)c1)O2 | -3.1

A stretch of the results above, for reference:
SMILES | Mtb BioA inh
COc1cccc(-c2cn(CC[C@H]3CC[C@@H](NC(=O)CN(C)C)[C@H](CO)O3)nn2)c1 | 3.5
Cc1ccccc1S(=O)(=O)N1C[C@H](O)COC[C@H]2O[C@@H](CC(=O)N3CCC(Cc4ccccc4)CC3)CC[C@@H]21 | 1.2
Cc1ccc(S(=O)(=O)N(C)C[C@H]2Oc3ccc(NS(=O)(=O)c4ccc(Cl)cc4)cc3CC(=O)N([C@H](C)CO)C[C@@H]2C)cc1 | -2.4
O=C(Nc1ccc(F)cc1)N1CCCCN2[C@H](CO)[C@H](c3ccc(C#Cc4ccccc4)cc3)[C@H]2C1 | -7.1
O=C(NC1CCCC1)N1CCCCN2[C@H](CO)[C@H](c3ccc(-c4ccncc4)cc3)[C@@H]2C1 | -1.5
CC(C)CC#Cc1cnc2c(c1)C(=O)N([C@@H](C)CO)C[C@@H](C)[C@H](CN(C)Cc1ccccc1C(=O)O)O2 | 1.2

A draw from above in order of SMILES length, falling.
SMILES | Mtb BioA inh
CC(C)CC#Cc1cnc2c(c1)C(=O)N([C@@H](C)CO)C[C@@H](C)[C@H](CN(C)Cc1ccccc1C(=O)O)O2 | 1.2
O=C(Nc1ccc(F)cc1)N1CCCCN2[C@H](CO)[C@H](c3ccc(C#Cc4ccccc4)cc3)[C@H]2C1 | -7.1
O=C(NC1CCCC1)N1CCCCN2[C@H](CO)[C@H](c3ccc(-c4ccncc4)cc3)[C@@H]2C1 | -1.5

Carrying on.
SMILES | Mtb BioA inh
O=C(C[C@@H]1CC[C@H](NS(=O)(=O)c2cccc(F)c2)[C@H](CO)O1)NCc1ccc2c(c1)OCO2 | -1.4
C[C@@H]1CCCCO[C@@H](CN(C)Cc2ccncc2)[C@@H](C)CN([C@H](C)CO)C(=O)c2cc(NS(=O)(=O)c3ccc(Cl)cc3)ccc2O1 | 2.4
C[C@@H]1CN([C@H](C)CO)C(=O)c2cc(NC(=O)CCCN(C)C)ccc2O[C@@H](C)CCCCO[C@H]1CN(C)C(=O)Nc1ccc(F)cc1 | 2.4
COCc1cn(CC[C@@H]2CC[C@H](NC(=O)c3ccc(F)cc3)[C@H](CO)O2)nn1 | 3.0
CC(C)NC(=O)N(C)C[C@@H]1OCCCC[C@H](C)Oc2ccc(NC(=O)CCC(F)(F)F)cc2C(=O)N([C@@H](C)CO)C[C@@H]1C | -1.3
CCCN(C)C[C@H]1OCc2cn(nn2)CCCC(=O)N([C@@H](C)CO)C[C@H]1C | -0.8
C[C@@H]1CCCCO[C@H](CN(C)S(=O)(=O)c2cn(C)cn2)[C@H](C)CN([C@@H](C)CO)C(=O)c2cc(NC(=O)Nc3ccc(F)cc3)ccc2O1 | -0.9
CCN1[C@@H]2c3ccc(-c4ccccc4F)c(=O)n3C[C@@H]2[C@@H](CO)[C@@H]1C(=O)NC1CCCC1 | -0.9
C[C@@H]1CN([C@@H](C)CO)C(=O)Cc2cc(NS(=O)(=O)c3ccc(F)cc3)ccc2O[C@H]1CN(C)C(=O)Nc1ccc(C(F)(F)F)cc1 | 1.7
COc1ccc(S(=O)(=O)N(C)C[C@H]2Oc3c(NS(=O)(=O)c4ccc(F)cc4)cccc3C(=O)N([C@H](C)CO)C[C@H]2C)cc1 | -2.2
Cc1ccc(-c2cnc3c(c2)C(=O)N([C@H](C)CO)C[C@H](C)[C@H](CN(C)C(=O)c2ccncc2)O3)cc1 | -1.1
Cc1ccc(S(=O)(=O)N(C)C[C@@H]2OCCCC[C@@H](C)Oc3ccc(NC(=O)CCC(F)(F)F)cc3C(=O)N([C@@H](C)CO)C[C@@H]2C)cc1 | 1.4
Cc1noc(C)c1NC(=O)Nc1ccc2c(c1)C(=O)N([C@@H](C)CO)C[C@H](C)[C@H](CN(C)Cc1ccc(C(=O)O)cc1)O2 | -0.5
CO[C@@H]1CC[C@H]2CCN(C)C(=O)[C@@H](C)N(C)C(=O)c3cccc(C#N)c3OC[C@H]1O2 | 0.7
O=C(C[C@H]1CC[C@H](NC(=O)CCN2CCCCC2)[C@H](CO)O1)NCc1ccc(Cl)c(Cl)c1 | 1.2
CC(C)NC(=O)N(C)C[C@H]1Oc2cc(C3=CCCCC3)ccc2S(=O)(=O)N([C@@H](C)CO)C[C@@H]1C | 1.6
O=C(C[C@H]1C[C@@H]2c3cc(NC(=O)c4cccnc4)ccc3O[C@@H]2[C@@H](CO)O1)NCc1ccncc1 | 19
C[C@@H]1CN([C@@H](C)CO)C(=O)c2cccc(NC(=O)C3CCCCC3)c2O[C@H]1CN(C)Cc1ccc(C(F)(F)F)cc1 | -0.6
O=C(C[C@@H]1CC[C@@H]2[C@H](COC[C@@H](O)CN2S(=O)(=O)c2ccc(F)cc2)O1)N[C@@H]1CCN(Cc2ccccc2)C1 | -0.5
C[C@@H]1CN([C@H](C)CO)C(=O)Cc2cc(NC(=O)C3CCCCC3)ccc2O[C@@H]1CN(C)S(=O)(=O)c1cn(C)cn1 | -2.3
Cc1noc(C)c1NC(=O)N(C)C[C@@H]1OCc2ccccc2-c2c(n(C)c3ccccc23)C(=O)N([C@H](C)CO)C[C@@H]1C | 2.0
CCCN(C)C[C@@H]1Oc2cc(C#Cc3ccccn3)ccc2S(=O)(=O)N([C@H](C)CO)C[C@@H]1C | 6.8
C[C@H]1CCCCO[C@H](CN(C)C(=O)NC2CCCCC2)[C@@H](C)CN([C@@H](C)CO)C(=O)c2cc(NC(=O)Nc3ccc4c(c3)OCO4)ccc2O1 | 3.0
C[C@H]1CN([C@@H](C)CO)S(=O)(=O)c2ccc(-c3cccc(F)c3)cc2O[C@@H]1CN(C)S(=O)(=O)c1ccc(F)cc1 | -1.3
O=C(Nc1ccc(Cl)cc1)N[C@@H]1CC[C@H](CCn2cc(-c3ccccc3F)nn2)O[C@@H]1CO | 0.8
CC(C)NC(=O)N(C)C[C@@H]1Oc2ccc(NC(=O)CCCN(C)C)cc2C(=O)N([C@H](C)CO)C[C@@H]1C | 6.0
O=C(OC(C(=O)NCc1ccccc1)c1cccs1)c1ccccc1 (centres undefined) | 1.0
CCC(=O)N[C@H]1C=C[C@@H](CC(=O)NCc2cc(F)cc(F)c2)O[C@H]1CO | -2.1
C[C@H]1CN([C@@H](C)CO)C(=O)Cc2cc(NC(=O)Cc3ccccc3)ccc2O[C@@H]1CN(C)CC1CC1 | 1.2
COCC(=O)Nc1ccc2c(c1)C(=O)N(C)[C@@H]1CC[C@@H](CC(=O)NCC3CCCCC3)O[C@@H]1CO2 | -2.5
C[C@@H]1CN([C@H](C)CO)C(=O)c2cc(NC(=O)CCC(F)(F)F)ccc2O[C@H]1CN(C)Cc1ccncc1 | -0.8
Cc1ccc(S(=O)(=O)Nc2ccc3c(c2)CC(=O)N([C@H](C)CO)C[C@@H](C)[C@@H](CN(C)S(=O)(=O)c2ccc(Cl)cc2)O3)cc1 | -3.2
CCCNC(=O)C[C@H]1CC[C@@H]2[C@H](COC[C@H](O)CN2CC2CCCCC2)O1 | -0.7
CO[C@H](CN(C)C(=O)C1CCOCC1)[C@@H](C)CN(C(=O)Nc1ccc(F)cc1)[C@@H](C)CO | 2.3
C[C@H]1CN([C@@H](C)CO)C(=O)c2cc(C3=CCCCC3)cnc2O[C@H]1CN(C)C(=O)CN1CCOCC1 | -3.5
COc1cccc(NC(=O)Nc2ccc3c(c2)C(=O)N(C)C[C@H](OC)[C@@H](C)CN(CC2CC2)[C@H](C)CO3)c1 | -3.9
O=C(C[C@@H]1CC[C@@H](NC(=O)C2CC2)[C@H](CO)O1)NCC1CC1 | 2.2
O=C(C[C@H]1C[C@@H]2c3cc(NC(=O)Nc4ccccc4F)ccc3O[C@@H]2[C@H](CO)O1)NCC(F)(F)F | 1.0
C[C@@H]1CCCCO[C@@H](CN(C)S(C)(=O)=O)[C@H](C)CN([C@@H](C)CO)C(=O)c2cc(NS(=O)(=O)c3ccc(Cl)cc3)ccc2O1 | -0.1

Only part of the results is shown; the hit share may differ from the screen's.
